Screens from PubChem.
TEAD-YAP block – TEAD-YAP interaction inhibition, primary screen, TEAD-YAP interaction inhibitor project, luminescence, HEK-TIYL cells; TEAD-Gal4/YAP UAS-luciferase luminescence; inhibition, % at 9.12 µM; 1.4% of 640,000 active; AID 1259422, 2018; in the data active means inhibition above about 32%;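 further: 0% = median of test compound wells and 100% = reference inhibitor wells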
GPR151 ag – activators of human GPR151, primary screen, cell-based, PathHunter beta-arrestin, luminescence; 1% of 650,000 active; activation, % at 11.2 µM; PathHunter beta-arrestin GPR151 cells; G-protein coupled receptor 151 (Homo sapiens), Q8TDV0; AID 1508602, 2020; in the data active means activation above about 4.9%;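 further: 0% = median of compound wells and 100% = cells with positive control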
FBW7 activator – FBW7 E3 ligase activators, primary screen, biochemical, AlphaScreen, human; 0.13% of 650,000 active; normalized activity (activation), % at 26.1 µM; AlphaScreen FBW7–phospho-cyclin E peptide binding, activator screen; F-box/WD repeat-containing protein 7 (Homo sapiens), Q969H0; AID 1259310, 2017; in the data active means normalized activity above about 1.9%;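 further: purified mutant Fbw7 with reduced substrate affinity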
Target sequence (Q969H0 whole entry, looked up): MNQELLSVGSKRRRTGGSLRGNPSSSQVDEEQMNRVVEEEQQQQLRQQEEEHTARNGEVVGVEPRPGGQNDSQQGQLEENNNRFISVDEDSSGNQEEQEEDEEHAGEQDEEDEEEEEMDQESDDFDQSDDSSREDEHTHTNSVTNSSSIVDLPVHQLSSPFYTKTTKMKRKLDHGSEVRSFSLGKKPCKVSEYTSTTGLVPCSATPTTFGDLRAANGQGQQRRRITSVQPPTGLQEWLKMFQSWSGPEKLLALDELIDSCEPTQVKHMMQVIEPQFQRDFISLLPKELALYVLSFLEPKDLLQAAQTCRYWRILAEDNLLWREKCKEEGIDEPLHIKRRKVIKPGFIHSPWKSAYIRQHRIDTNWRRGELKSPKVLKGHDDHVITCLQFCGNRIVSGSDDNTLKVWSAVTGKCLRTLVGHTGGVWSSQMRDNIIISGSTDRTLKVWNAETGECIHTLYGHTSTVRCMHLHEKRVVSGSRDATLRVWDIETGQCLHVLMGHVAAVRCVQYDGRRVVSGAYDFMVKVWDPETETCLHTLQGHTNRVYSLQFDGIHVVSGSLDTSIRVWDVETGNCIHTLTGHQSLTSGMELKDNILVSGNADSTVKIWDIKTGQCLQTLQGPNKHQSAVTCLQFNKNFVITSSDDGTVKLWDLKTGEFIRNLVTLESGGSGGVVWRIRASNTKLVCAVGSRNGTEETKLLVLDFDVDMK
MITF inh – MITF inhibitors, primary screen, biochemical, AlphaScreen, human | AlphaScreen MITF homodimerization, bead proximity signal | AID 1259374, 2018 | 0.91% of 650,000 active | Microphthalmia-associated transcription factor (Homo sapiens), O75030 | inhibition, % at 2.6 µM; in the data active means inhibition above about 50%;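 further: 0% = vehicle wells with protein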
Active calls of the source: *. Rows were taken by chance (roughly 3.4% active in at least one column).

SMILES	TEAD-YAP block	GPR151 ag	FBW7 activator	MITF inh
CC1=C(C(=O)OCCc2ccccc2)Sc2ccc(C(F)(F)F)cc2N1	-2	1.1	-0.2	17
CCCC12CN3CC(C)(CN(C1)C31C(=O)Nc3ccc(Br)cc31)C2=O (stereo not given)	10	-0.8	0.0	11
CC1(C)Oc2ccc(C(=O)N3CCOCC3)cc2N(Cc2cccnc2)C1=O	-6	0.0	0.2	1
O=C(CC1(O)C(=O)N(Cc2ccccc2)c2ccccc21)c1ccccc1[N+](=O)[O-] (stereo not given)	6	-0.7	-0.1	7
COc1ccc(N(CC(=O)NC(C)C)S(=O)(=O)c2ccccc2[N+](=O)[O-])c(OC)c1	3	-0.8	0.5	-13
COc1ccc(C2(NC(=O)c3snnc3C)CCCCC2)cc1	0	20*	-0.1	1
CCOc1ccc(NC(=O)CSc2nnc(Cc3cccn3C)n2-c2ccc(C)cc2)cc1	19	1.1	-0.3	-6
CC1(C)Cc2c(sc3nc(SCc4ccc([N+](=O)[O-])cc4)nc(N)c23)CO1	-2	0.2	0.0	13
C=CCOC(=O)C[N+](C)(C)C/C=C/c1ccccc1	0	-0.8	-0.1	0
CCCCSc1nnc2c(n1)OC(c1ccc(OC)c(O)c1)Nc1ccc(Br)cc1-2 (stereo not given)	-7	0.0	0.2	26
COc1ccc(-c2n[nH]c(C)c2Oc2ccccc2)c(O)c1	-1	-0.3	-0.2	-4
CCOc1ccccc1NC(=O)CN1C(=O)C(C)(C)Oc2ccc(C(=O)NC(C)C)cc21	4	1.5	-0.1	3
COc1cc(/C=N/NC(=O)CCc2n[nH]c(=O)[nH]c2=O)ccc1OCc1ccccc1	4	-0.6	0.1	6
O=C(CSc1nc2c(c(=O)n1-c1ccc(F)cc1)SCC2)Nc1ccc(F)cc1	1	0.1	0.2	9
CCC(C)NC(=O)C(=O)c1ccccc1NC(C)=O (stereo not given)	1	-0.2	0.1	7
C=CCNc1nccnc1-c1cccc(/C=C/C(=O)O)c1	21	0.2	0.2	10
O=C(COc1ccc(Br)cc1)NCC1CCCO1 (stereo not given)	-9	1.4	0.0	-8
CN(C(=O)COc1ccc(Br)cc1)C1(C)CCS(=O)(=O)C1 (stereo not given)	2	-0.8	0.2	10
CCOC(=O)C1CCN(c2ccc(C(=O)O)cc2[N+](=O)[O-])CC1	2	-0.1	-0.3	2
Cc1nc2scc(-c3cccc(NC(=O)Cc4ccc(F)cc4)c3)n2c(=O)c1C	-3	1.1	0.0	-9
CC(C)c1nc2c([nH]1)c(=O)n(C)c(=O)n2C	4	0.6	0.1	0
COC(=O)c1cc(S(=O)(=O)NCc2ccccc2Cl)cn1C	7	-0.8	-0.1	3
CCC(=O)c1ccc(N2CCC(C)CC2)c(F)c1	-1	0.1	0.0	-4
Cc1ccc(-n2c(C)cc(C=C3C(=O)N(C)C(=S)N(C)C3=O)c2C)nc1	10	0.2	-0.1	1
Cc1cccn2c(=O)c3cc(C#N)c(=O)n(-c4cccc(C(F)(F)F)c4)c3nc12	-7	1.9	-0.1	-7
O=C(N/N=C/C=C/c1cccc([N+](=O)[O-])c1)c1cc2ccccc2cc1O	7	0.2	0.3	6
COc1ccccc1-c1cc(N)n(S(=O)(=O)Cc2ccccc2)n1	4	-0.4	0.1	13
Cc1nc(NC(C)c2ccccc2)cc(-c2ccc(F)cc2)n1 (stereo not given)	5	-1.8	0.0	2
COC(=O)c1ccc(NC(=O)CS(=O)(=O)c2ccccc2)cc1	-19	-1.4	0.3	14
CCCn1c(SCC(=O)Nc2cc(C)ccc2C)nnc1-c1cccnc1	16	-0.5	-0.2	4
CCC(=O)Nc1nnc(SCC(=O)Nc2ccc(Cl)c(Cl)c2)s1	3	8.9*	0.3	3
Cc1ccc(-n2c3c(cc(C(=O)NCc4ccco4)c2=O)C(=O)CCC3)cc1	-8	1.4	0.2	13
O=C(Nc1sc2c(c1C(=O)Nc1ccc(Cl)cc1)CCCCC2)c1ccccc1	6	-1.3	-0.1	1
CCc1nc2nc(C)cc(Nc3ccc(OC)cc3OC)n2n1	4	4.5	0.4	7
COc1ccc(NC(=O)N2CCC(O)(c3nccn3C)CC2)cc1	-4	-0.3	-0.1	4
Cc1ccc(CNC(=O)CCS(=O)(=O)c2ccc(Br)s2)o1	7	-0.3	-0.2	4
Cc1ccc(Nc2nc(C)cc(C)n2)c(Br)c1	1	-0.1	0.1	11
COc1ccc(N(C)C(=O)Cn2ncc3c2-c2ccccc2OC3)c(OC)c1	8	0.4	0.0	10
O=C(c1ccc(-c2ccc(Cl)c(Cl)c2)o1)N1CCOCC1	-85	-0.2	0.0	-7
COc1ccc(CN2CCc3nc(N4CCCCCC4)[nH]c(=O)c3C2)cc1	-6	-0.4	-0.1	3

A different layout for some results above.
SMILES: Cc1ccc(-n2c3c(cc(C(=O)NCc4ccco4)c2=O)C(=O)CCC3)cc1
  TEAD-YAP block = -8
  GPR151 ag = 1.4
  FBW7 activator = 0.2
  MITF inh = 13
SMILES: O=C(Nc1sc2c(c1C(=O)Nc1ccc(Cl)cc1)CCCCC2)c1ccccc1
  TEAD-YAP block = 6
  GPR151 ag = -1.3
  FBW7 activator = -0.1
  MITF inh = 1

Carrying on:
SMILES	TEAD-YAP block	GPR151 ag	FBW7 activator	MITF inh
C=CCn1c(=O)c(C(=O)NCc2ccccn2)c(O)c2ccccc21	6	-1.2	-0.3	-4
CCCC(=O)C1C(=O)CC(c2ccccc2)C(c2cc(C)no2)C1=O (stereo not given)	-4	-0.6	0.4	11
C=C1c2cc(OCC)ccc2NC(=O)N1c1ccc(Cl)cc1	-3	0.9	0.0	-9
O=C(CCCSc1nc(-c2ccco2)cc(C(F)(F)F)n1)NCc1ccncc1	10	-0.6	-0.1	14
O=C(N=C(c1ccccc1)c1ccccc1)c1ccc(=O)oc1	9	2.6	0.0	1
O=C(CCCN1C(=O)CCC1=O)Nc1ccc(OCc2ccccc2)cc1	-2	0.8	0.0	13
Cn1c(=O)c2c(SCC(=O)O)nc(-c3ccccc3Cl)nc2n(C)c1=O	-2	4.9*	-0.2	-3
CCN1CCN(C(=O)C2=C(C(=O)O)CCCC2)CC1	2	1.8	0.1	10
COc1cc(Br)c(Nc2nc(-c3c(C)nc4sccn34)cs2)c(Br)c1	8	-0.5	0.0	-15
C=CCn1c(SCc2nc(N)nc(Nc3ccccc3)n2)nnc1-c1cccc(OC)c1	6	-0.6	-0.1	18
CN1C(=O)CC(CC(=O)N2CCN(c3ccccc3O)CC2)(c2ccccc2Cl)C1=O (stereo not given)	9	-0.1	0.1	14
COc1ccc(CCNC(=O)c2ccc3c(c2)N(Cc2ccc(C)cc2)C(=O)CS3)cc1OC	4	1.2	0.0	3
CCOCCOC(=O)C1=C(C)NC2=C(C(=O)CC(c3cccs3)C2)C1c1cccc(O)c1 (stereo not given)	17	-0.7	0.3	-2
COc1ccc(Nc2nccc(NCc3cccc(C(F)(F)F)c3)n2)cn1	9	0.5	0.0	-13
CCN(CC)C(=O)Cn1ncc2c3ccccc3n(Cc3ccccc3)c2c1=O	1	-0.3	-0.2	-1
O=C(NCCOc1ccccc1Cl)C(=O)NCCOc1ccccc1Cl	-2	0.0	-0.1	5
CCN(c1ccccc1)S(=O)(=O)c1ccc(OC)c(NC(=O)c2ccc([N+](=O)[O-])o2)c1	22	-0.8	0.2	-3
O=C(CN1CCN(Cc2cccc(Cl)c2)C1=O)NCc1cccnc1	14	-0.6	1.0	4
COC(=O)NCCOc1ccc(C)cc1	-3	0.9	0.1	-5
Cc1[nH]c2ccc([N+](=O)[O-])cc2c1CCN1C(=O)OC2(CCCCC2)C1(C)O (stereo not given)	-9	-0.3	-0.3	-5
CCOC(=O)c1cc(NC(=O)Nc2ccc(OC)cc2)c(C)nc1C	-1	-1.1	0.8	10
CCc1ccccc1N1CC(C(=O)Nc2ccc(C(=O)OC(C)C)cc2)CC1=O (stereo not given)	20	0.3	0.2	-5
CC(C)(C)C1=CC(C(C)(C)C)=C(Cl)C(=O)C1=O	1	0.2	0.7	16
Cc1sc(NC(=O)c2ccc(S(=O)(=O)N(C)C)cc2)nc1-c1ccccc1	41*	0.5	-0.1	-2
Cc1cc(C)nc(NCC(O)c2cccc(O)c2)n1 (stereo not given)	6	0.8	0.1	-4
COc1ccc(NC(=O)C2=C(C)NC(=O)NC2c2ccc(C)cc2)c(OC)c1 (stereo not given)	-2	-1.0	0.0	-8
COc1cc(N2C(=O)NC3CC2(C)Oc2ccccc23)cc(OC)c1OC (stereo not given)	8	-0.1	0.1	12
O=C(Cn1nc(-c2ccc(Cl)cc2)ccc1=O)N1CCCCC1	-10	-0.1	0.2	2
CCOC(=O)N1CCN(S(=O)(=O)c2cc(Cl)c(OC)cc2Cl)CC1	5	-0.6	0.2	-2
CCCC(=O)N(c1cc(C)cc(C)c1)C1C=CS(=O)(=O)C1 (stereo not given)	6	-0.7	-0.1	1
Cc1cc(NC(=O)C(C)C)n(-c2ccc(F)cc2)n1	-1	3.3	0.1	-3
CC(C)(C)SCCNC(=O)CN(c1ccc(Cl)c(C(F)(F)F)c1)S(C)(=O)=O	8	0.5	-0.2	10
Cc1ncc(-c2ccncc2)c(C2CCN(C(=O)c3ccccn3)CC2)n1	-12	-1.1	0.0	-10
O=C(Nc1nnc(C2CCCCC2)s1)c1ccc(Br)s1	-11	-0.9	0.2	-3
COc1ccc(S(=O)(=O)N2CCCOC2CNC(=O)C(=O)NCC(C)C)cc1 (stereo not given)	4	2.3	0.4	2
CC(C)(C)NC(=O)Cn1nc(-c2cccnc2)oc1=O	0	0.6	-0.1	-3
CCOC(=O)c1cnn(-c2ccccc2)c1NC(=O)CSc1nnc2c3ccccc3n(CC)c2n1	7	-0.5	0.1	7
O=C1C=C/C(=C\C=C2/C=CC=CN2O)C(O)=C1	-2	-1.1	0.0	21
Cc1ccc(Nc2nc(-c3ccccc3)c3cc(Br)ccc3n2)c(C(=O)c2ccccc2)c1	0	2.4	0.0	1
Nn1c(SCC(=O)NCC(F)(F)F)nnc1-c1cccnc1	4	-0.4	0.1	5
Cc1cccc(C(=O)Nc2c(C)cc(C)c(NC(=O)c3cccc(C)c3)c2C)c1	-3	-0.7	0.2	19
Cc1ccc(Cn2c(C)c(CNC3CCCCCC3)c(C(=O)O)c2C)cc1	-1	-0.5	-0.3	12
COC(=O)Cn1ncc(N2CC3(C)CC2CC(C)(C)C3)c(Cl)c1=O (stereo not given)	-15	0.6	0.3	19
O=C(O)C1CCC(CNS(=O)(=O)c2ccc(Br)s2)CC1 (stereo not given)	-1	-1.5	-0.2	1
Cc1ccc(C(=O)NCCc2ccncc2)cc1	-22	-1.0	-0.1	6
CN(C)S(=O)(=O)c1ccc(C(=O)N2C(=O)c3cccc(N)c3C2=O)cc1	3	0.9	-0.1	2
CCCc1c(C(=O)N[C@H]2C[C@H]3C(=O)N[C@@H](CCCCN)C(=O)N3C2)cnn1-c1ccccc1	-10	-0.3	1.1	3
COc1ccc(C2=CC(c3ccc(F)cc3)n3nnnc3N2)cc1 (stereo not given)	1	-1.9	0.0	8
COc1ccc(Cn2[nH]nnc2=S)cc1	-1	-0.1	-0.2	-14
CC(C(=O)Nc1ccccc1C(N)=O)N1Cc2ccccc2C1=O (stereo not given)	11	-0.1	-0.1	-16
COc1ccc(N2CCN(C(=O)c3ccccc3C)CC2)nn1	-1	0.4	-0.1	0
CC(C)CN1C(=O)C(O)(c2nnc(-c3ccccc3)o2)c2ccccc21 (stereo not given)	0	0.3	-0.1	1
COc1ccc(OC)c(S(=O)(=O)n2c([N+](=O)[O-])cnc2C)c1	2	-2.0	0.0	11

Entries shown so far that have fluorine:
SMILES	TEAD-YAP block	GPR151 ag	FBW7 activator	MITF inh
CC1=C(C(=O)OCCc2ccccc2)Sc2ccc(C(F)(F)F)cc2N1	-2	1.1	-0.2	17
O=C(CSc1nc2c(c(=O)n1-c1ccc(F)cc1)SCC2)Nc1ccc(F)cc1	1	0.1	0.2	9
Cc1nc2scc(-c3cccc(NC(=O)Cc4ccc(F)cc4)c3)n2c(=O)c1C	-3	1.1	0.0	-9
CCC(=O)c1ccc(N2CCC(C)CC2)c(F)c1	-1	0.1	0.0	-4
Cc1cccn2c(=O)c3cc(C#N)c(=O)n(-c4cccc(C(F)(F)F)c4)c3nc12	-7	1.9	-0.1	-7
Cc1nc(NC(C)c2ccccc2)cc(-c2ccc(F)cc2)n1 (stereo not given)	5	-1.8	0.0	2
O=C(CCCSc1nc(-c2ccco2)cc(C(F)(F)F)n1)NCc1ccncc1	10	-0.6	-0.1	14
COc1ccc(Nc2nccc(NCc3cccc(C(F)(F)F)c3)n2)cn1	9	0.5	0.0	-13
Cc1cc(NC(=O)C(C)C)n(-c2ccc(F)cc2)n1	-1	3.3	0.1	-3
CC(C)(C)SCCNC(=O)CN(c1ccc(Cl)c(C(F)(F)F)c1)S(C)(=O)=O	8	0.5	-0.2	10
Nn1c(SCC(=O)NCC(F)(F)F)nnc1-c1cccnc1	4	-0.4	0.1	5
COc1ccc(C2=CC(c3ccc(F)cc3)n3nnnc3N2)cc1 (stereo not given)	1	-1.9	0.0	8
